GSK3beta inhib: human GSK3beta kinase inhibition | AID 2097 | P49841 | activity score (negative = inhibition), % at 10 µM | GST-GSK3beta kinase, ADP-Glo luminescence, 60 min; hits give low values | 0.038% of 300,000 active;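 active = more than half of replicate wells score below -50%, meaning over 50% inhibition versus plate controls; inconclusive = some replicates but at most half score below -50%; inactive = no replicate scores below -50%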;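 also: 0% = median DMSO wells and -100% = median GW8510 positive control wells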
Target sequence (P49841 whole entry, looked up): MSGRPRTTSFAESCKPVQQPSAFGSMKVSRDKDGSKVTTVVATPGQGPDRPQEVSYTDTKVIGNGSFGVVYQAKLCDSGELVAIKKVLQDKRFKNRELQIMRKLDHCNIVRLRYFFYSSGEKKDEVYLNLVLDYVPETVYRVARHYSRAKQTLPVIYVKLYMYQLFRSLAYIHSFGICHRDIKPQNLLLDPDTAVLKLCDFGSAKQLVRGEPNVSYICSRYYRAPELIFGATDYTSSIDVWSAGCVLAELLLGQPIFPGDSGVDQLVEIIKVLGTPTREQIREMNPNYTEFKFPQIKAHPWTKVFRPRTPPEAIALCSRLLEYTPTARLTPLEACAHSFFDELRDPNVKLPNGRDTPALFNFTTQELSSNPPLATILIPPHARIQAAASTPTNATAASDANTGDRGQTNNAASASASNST
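Assay system: GST-fused GSK3beta enzyme, cell-free / Medium: Tris pH 7.5 buffer with MgCl2, DTT, BSA, heparin / Also added: peptide substrate plus 25 µM ATP (final) / Compound: 10 µM single point / Timing: kinase reaction with compound 60 min at room temperature / Detection: ADP-Glo luminescence / Benchmarks: DMSO neutral wells and GW8510 at 20 µM as positive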
aSyn UTR inh: 5' untranslated region of α-synuclein, MLPCN primary screen. alpha-synuclein 5'UTR reporter, inhibitor activity. inhibition, % (tested at 7.5 µM). 0.82% of 300,000 active; in the data active = inhibition above about 60%; inconclusive = no clear call, values can overlap the other calls;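 also: H4 neuroglioblastoma cells stably carrying SNCA 5'UTR luciferase fusion; 0% = DMSO wells and 100% = positive control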
HSF1 activator: increases HSF-1 driven luciferase reporter signal. NIH3T3-HGL HSF-1 luciferase reporter, MG132, 8 h; 100% = twice DMSO control signal. activation, % at 9 µM. 1.7% of 300,000 active;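 active = mean replicate activation of at least 50% with a set share of replicates each reaching 50%; inconclusive = only one of those two conditions met; inactive = mean below 50% and too few replicates reaching it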;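 also: 0% = median of the neutral control wells and 100% = twice that signal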
IEC-6 cytotox: kills IEC-6 intestinal cells in KLF5 counter-screen | IEC-6 cytotoxicity, luminescence viability | inhibition, % at 5 µM | 0.78% of 290,000 active | AID 1825; in the data active = inhibition above about 22%;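 also: 0% = plate median of test compound wells and 100% = cytotoxic reference compound wells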
HSP90 refold inh: inhibitors of HSP90 luciferase refolding in rabbit reticulocyte lysate; luciferase refolding luminescence, 3 h; inhibition, % at 5.6 µM; 0.91% of 290,000 active; AID 1789;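 active = inhibition above the screen-wide mean plus 3 SD, computed separately per campaign, cut at about 16% in these data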;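 also: 0% = DMSO wells and 100% = 60 µM geldanamycin wells; inhibitors lower the luminescence because luciferase stays unfolded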
GSK3A inh: blocks human GSK-3 alpha kinase | P49840 | ADP-Glo luminescence, 60 min | inhibition, % at 10 µM | 0.1% of 320,000 active;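 in the data active = inhibition above about 50%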;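 also: GST-tagged GSK-3 alpha with peptide substrate and 25 µM ATP; 0% = DMSO neutral wells and 100% = GW8510 positive control wells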
Target sequence (P49840 whole entry, looked up): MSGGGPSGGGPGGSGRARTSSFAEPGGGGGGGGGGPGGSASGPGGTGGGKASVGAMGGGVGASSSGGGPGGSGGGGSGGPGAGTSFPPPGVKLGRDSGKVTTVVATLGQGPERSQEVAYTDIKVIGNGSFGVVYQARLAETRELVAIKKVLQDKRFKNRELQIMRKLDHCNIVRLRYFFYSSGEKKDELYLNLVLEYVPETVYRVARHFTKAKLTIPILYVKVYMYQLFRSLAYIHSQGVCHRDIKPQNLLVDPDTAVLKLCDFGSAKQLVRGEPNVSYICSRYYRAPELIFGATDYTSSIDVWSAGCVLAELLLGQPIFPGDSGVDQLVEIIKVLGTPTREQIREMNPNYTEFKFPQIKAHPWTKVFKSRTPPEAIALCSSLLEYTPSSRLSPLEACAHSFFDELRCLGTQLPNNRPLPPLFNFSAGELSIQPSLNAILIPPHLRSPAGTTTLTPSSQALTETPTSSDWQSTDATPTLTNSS
HSF1 inh: HSF1 inhibition | NIH3T3-HGL HSE-luciferase, MG132-induced, luminescence 8 h; hits give low values | activity change, negative = inhibition, % at 7.5 µM (by protocol) | 0.77% of 300,000 active | AID 2098;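 active = more than half of replicate wells show activity change below -50%, luminescence cut by over half; inconclusive = some wells, but at most half, below -50%; inactive = no replicate well below -50%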;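 also: luciferase reports HSF-1 transcriptional activity via heat shock element; 0% = median of DMSO wells and -100% = zero luminescence signal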
KLF5 inh: suppresses KLF5 promoter-driven expression; DLD-1 KLF5 promoter-luciferase reporter, luminescence; inhibition, % at 5 µM; 0.23% of 290,000 active;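 active = inhibition above a per-plate limit of that plate's mean compound inhibition plus 3 SD, cut at about 60% in these data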;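 also: 0% = DMSO wells and 100% = LY294002 at 200 µM; higher means less KLF5 promoter-driven luciferase light; inactives centre near -14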
Platelet DG rel: platelet dense granule release activity; human platelet-rich plasma, SFLLRN dense granule ATP release, luminescence; 0.22% of 300,000 active; AID 1663; inhibition, %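 (compounds screened at 7.5 µM in platelet-rich plasma)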;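 active = mean replicate score, as percent of positive control, at or above 50; inconclusive = mean below 50 but at least one replicate at or above 50; inactive = mean and every replicate below 50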
DYRK1A inh: inhibitors of rat Dyrk1A kinase; AID 504441; ADP-Glo luminescence, NFATc1 peptide; inhibition, % at 12.5 µM; 0.43% of 310,000 active; in the data active = inhibition above about 50%;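 also: plate controls were vehicle with enzyme for no effect and no enzyme for full effect; many of its hits are not listed in these tables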
Starred values were filed as active, the others as inactive; ? = inconclusive; . = not tested or not shown. Only part of the results is shown; rates above refer to the full screens.

SMILES	GSK3beta inhib	aSyn UTR inh	HSF1 activator	IEC-6 cytotox	HSP90 refold inh	GSK3A inh	HSF1 inh	KLF5 inh	Platelet DG rel	DYRK1A inh
CCN1C(=O)CC(N2CCN(CC(=O)NC(C)C)CC2)C1=O (stereo unspecified)	1	37	-9	4	2	-2	-1	-16	0	0
CC(=O)Nc1cccc2c1C(=O)N(c1ccccc1C)C2=O	3	-13	4	-14	0	0	-7	6	4	-4
COc1cc(NC(=O)c2cccs2)c(C(=O)OCC(=O)c2cc(C)n(-c3ccc(F)cc3)c2C)cc1OC	-1	-16	-68	-1	-2	-2	-64*	-8	-3	5
Cc1ccc(-c2nnc(N3CCCCC3)c3ccccc23)cc1S(=O)(=O)N1CCN(C)CC1	-1	18	-3	4	2	2	-6	10	3	-6
Cc1cccc(N(CC(=O)NC2CCCCC2)C(=O)c2c(C)noc2C)c1	0	-13	18	-2	2	6	7	-8	-1	-11
CC1CCN(C(C)C(=O)Nc2ccccc2-c2ccccc2)CC1 (stereo unspecified)	-1	23	23	2	2	-3	3	18	-1	5
CCc1c(C)nc2c(C#N)c[nH]n2c1=O	-2	-10	7	-5	2	5	-4	-14	-3	27
CC(C)CCn1c(=O)[nH]c2ccccc21	0	22	-11	-5	-4	-1	-3	-58	-7	2
NS(=O)(=O)c1ccc(N/N=C/c2ccc(O)cc2O)c([N+](=O)[O-])c1	-3	-40	12	7	-1	-3	7	1	-12	-1
CC(=O)Nc1ccc(S(=O)(=O)N2CCC(c3nc4ccc(C)cc4[nH]3)CC2)cc1	0	-21	-8	-2	-3	-1	-4	-23	-3	5
Clc1ccc(N/N=C/c2cccs2)nn1	-2	-131	18	-1	1	0	6	-13	-14	.
Cc1cc(C)c2c(-n3cccc3)c(NC(=O)OCc3ccccc3)sc2n1	3	.	.	5	5	2	.	-16	.	-3
CC(C)[C@H](NC(=O)Nc1cccc(Br)c1)C(=O)O	-3	-4	-1	2	-5	.	-6	0	-8	1
Cc1ccc(Sc2cnccc2C#N)cc1	2	-10	-18	6	3	1	-7	-1	.	-1
Cc1cc(OCc2nc(-c3cccnc3)no2)c(C)cc1Br	0	-68	35	2	-4	-1	8	-5	0	-2
CCn1ncc2c(OCc3ccc(C#N)cc3)cc(C)nc21	-2	43	34	3	1	-1	8	-9	0	8
COC(=O)c1ccc(NC2=CC(=O)CC(C)(C)C2)cc1	1	0	-13	0	-1	-1	5	-7	3	-3
COc1ccc(C(=O)N(C)c2ccccc2C(=O)NCCc2ccccc2)cc1	-2	27	-9	-3	-2	0	6	-20	0	-12
COc1ccccc1NC(=S)c1ccccc1	0	-35	18	1	0	-4	10	-11	-9	-4
Cc1ccc(O)c(C2=Nc3ccccc3N=C(c3ccco3)C2)c1	1	9	-4	-3	-6	-1	2	-25	-8	2
Cc1ccc(NC(=O)C2CCN(S(=O)(=O)c3cccc4nonc34)CC2)nc1	2	11	31	2	-1	0	4	-8	-16	7
COc1ccc(CNC(=O)C(NC(C)=O)C(=O)Nc2ccc(C(C)C)cc2)cc1 (stereo unspecified)	-4	19	-27	1	2	-3	0	-9	-2	-1
Cc1ccc(S(=O)(=O)c2nnn3c2nc(N2CCC(C(N)=O)CC2)c2ccccc23)cc1C	1	2	24	-1	-4	3	4	-18	-6	.
O=C1c2ccccc2C(=O)N1Cc1cc(-c2ccc(Cl)cc2)no1	2	-25	28	-1	-1	-2	5	21	-11	-3
COc1ccc(NC(=O)COc2cccc3c2CCN(Cc2cccnc2)C3=O)cc1	1	-21	-6	10	5	-3	0	-32	-1	2

As entered above.
Cc1cc(C)c2c(-n3cccc3)c(NC(=O)OCc3ccccc3)sc2n1 | KLF5 inh = -16
CC(=O)Nc1cccc2c1C(=O)N(c1ccccc1C)C2=O | HSF1 activator = 4
COc1ccc(CNC(=O)C(NC(C)=O)C(=O)Nc2ccc(C(C)C)cc2)cc1 (stereo unspecified) | HSF1 activator = -27
CC1CCN(C(C)C(=O)Nc2ccccc2-c2ccccc2)CC1 (stereo unspecified) | GSK3A inh = -3
Cc1cc(OCc2nc(-c3cccnc3)no2)c(C)cc1Br | DYRK1A inh = -2
CCN1C(=O)CC(N2CCN(CC(=O)NC(C)C)CC2)C1=O (stereo unspecified) | HSF1 activator = -9

Back to the main list, starting 2 compounds before the break.
SMILES	GSK3beta inhib	aSyn UTR inh	HSF1 activator	IEC-6 cytotox	HSP90 refold inh	GSK3A inh	HSF1 inh	KLF5 inh	Platelet DG rel	DYRK1A inh
O=C1c2ccccc2C(=O)N1Cc1cc(-c2ccc(Cl)cc2)no1	2	-25	28	-1	-1	-2	5	21	-11	-3
COc1ccc(NC(=O)COc2cccc3c2CCN(Cc2cccnc2)C3=O)cc1	1	-21	-6	10	5	-3	0	-32	-1	2
O=C(NN1C(=O)c2ccccc2NC1c1ccc([N+](=O)[O-])o1)c1ccccc1 (stereo unspecified)	1	-29	-5	-14	0	-1	5	4	-6	-1
O=C(CSc1nc2c(cnn2-c2ccccc2)c(=O)[nH]1)N1CCCCC1	1	21	-7	-1	-2	-1	-1	-5	0	14
O=C(Nc1cccc2nsnc12)c1ccc(-c2ccc(Br)cc2)o1	2	-157	25	3	4	0	12	-4	-4	0
COc1ccc(OC)c(NC(=O)CSc2nccn2Cc2ccco2)c1	-9	-13	-2	-3	-1	-3	1	-17	0	0
O=C(NCCOc1ccccc1)C1Nc2ccc(OC(F)(F)F)cc2C2C=CCC12 (stereo unspecified)	2	26	5	.	.	0	-3	.	-3	8
Cc1n[nH]c(C)c1CCC(=O)N/N=C/c1c(C)[nH]c2ccccc12	-4	-10	2	-5	3	4	-7	-16	-2	17
CC(CC(=O)Nc1cc(C(F)(F)F)ccc1Cl)c1ccccc1 (stereo unspecified)	0	22	-39	-2	3	-1	-27	-4	1	.
N#Cc1c(N)nc(SC2CCCCC2=O)c(C#N)c1-c1ccco1 (stereo unspecified)	-1	12	-13	-3	0	1	1	-6	0	-5
Cc1ccc(C(=O)N/C(=C/c2ccc(Cl)cc2)C(=O)NCC2CCCO2)cc1 (stereo unspecified)	3	-14	-13	5	-1	-1	-4	16	4	-6
O=Nc1c(O)n(Cc2ccc(Cl)c(Cl)c2)c2ccccc12	-1	11	15	10	0	1	-3	-13	7	-1
COc1ccccc1C(=O)NNC(=O)c1ccccc1Br	-1	-41	11	-2	-3	-1	6	-33	-1	19
Cn1nc(/C=C/c2ccccc2)ccc1=O	0	-190	13	-5	-1	11	12	-55	12	5
COc1cc2c3c(c1OC)C1(C=CC(=NNC(N)=O)C=C1)CC3N(C(C)=O)CC2 (stereo unspecified)	4	-11	1	-7	-6	4	-6	-12	3	4
Cc1cc(C)n(CC(=O)n2c3c(c4ccccc42)CCCC3)n1	0	10	8	5	-3	0	0	-35	0	-4
Cc1ccc(-n2c(=O)[nH]c3ncccc3c2=O)cc1	0	-6	0	5	-2	-1	-2	0	9	-4
CCOc1ccc(-c2ccc(NS(=O)(=O)c3cc([N+](=O)[O-])c(C)c([N+](=O)[O-])c3)cc2)nn1	3	14	-9	4	4	0	-4	1	-3	3
O=C(O)CCCCCNS(=O)(=O)c1ccc2c3c(cccc13)C(=O)N2	8	30	-17	2	-3	2	-6	-49	1	9
O=C(CN1C(=O)CC(c2ccco2)Sc2ccccc21)NC1CCCCC1 (stereo unspecified)	2	-4	22	-2	2	-2	5	0	-16	18
COc1ccc(CNC(=O)CCc2nc3cc(S(=O)(=O)N(C)C)ccc3n2C)cc1OC	1	7	-4	-7	-1	-2	-6	-12	-2	-6
COc1cccc(CC(NC(C)=O)C(=O)NC2CCN(c3nnnn3-c3ccccc3)CC2)c1OC (stereo unspecified)	2	-8	18	-1	-2	-1	-4	-4	3	12
Cc1ccc(C23CC4CC(CC(NC(=O)NN)(C4)C2)C3)cc1	4	10	6	1	4	-3	4	-12	-4	1
Clc1ccc(/C=N/Nc2nn[nH]n2)cc1	-2	5	-16	1	0	-4	0	-2	3	5
CCOC(=O)c1ccc(CS(=O)c2ccc(Cl)cc2)o1 (stereo unspecified)	0	-1	8	-2	1	-5	12	-23	7	1
CN1CCN(NC(=O)c2cc(Br)ccc2Cl)CC1	1	-24	1	-3	1	0	2	2	-5	0
O=C(O)c1cccc(Nc2nc(N3CCOCC3)nc(N3CCOCC3)n2)c1	1	-21	-7	-2	3	2	-4	-8	6	-3
SMILES	GSK3beta inhib	aSyn UTR inh	HSF1 activator	IEC-6 cytotox	HSP90 refold inh	GSK3A inh	HSF1 inh	KLF5 inh	Platelet DG rel	DYRK1A inh
N#CC1=C2C=Cc3ccccc3N2CCCC1=O	1	-74	5	-2	-1	1	2	-4	0	11
CC(C)c1ccc(NC(=S)NNC(=O)c2cccs2)cc1	0	-95	.	-5	-1	-2	.	-140	-13	1
Nc1nc(Nc2ccccc2)nc(N2CCOCC2)c1[N+](=O)[O-]	-1	17	-6	-6	-1	35	-3	-11	10	24
Cn1c(CCN2CCCCC2)nc2cc(NC(=O)COc3ccc(Cl)cc3)ccc21	-3	0	17	0	-4	3	12	-2	-1	-4
CC(C)(C)c1ccc(SCCc2ccccn2)cc1	6	-127	?	4	-3	-1	27	-61	13	.
CC(C)=C(C#N)c1nc2ccccc2s1	0	-29	-7	0	1	-2	-4	-8	15	-3
CCOC(=O)Cn1c(=O)c(-c2ccccc2NCc2ccccc2)nc2ccccc21	-4	18	0	1	5	.	-2	-33	-3	-9
CCN1CCN(C(=O)c2cc3cc(Cl)ccc3[nH]2)CC1	-1	2	5	-3	-4	8	-4	-32	7	11

Entries shown so far that contain a CF3 group, in the order listed:
SMILES	GSK3beta inhib	aSyn UTR inh	HSF1 activator	IEC-6 cytotox	HSP90 refold inh	GSK3A inh	HSF1 inh	KLF5 inh	Platelet DG rel	DYRK1A inh
O=C(NCCOc1ccccc1)C1Nc2ccc(OC(F)(F)F)cc2C2C=CCC12 (stereo unspecified)	2	26	5	.	.	0	-3	.	-3	8
CC(CC(=O)Nc1cc(C(F)(F)F)ccc1Cl)c1ccccc1 (stereo unspecified)	0	22	-39	-2	3	-1	-27	-4	1	.

High-throughput results from PubChem.
